RAM inhibit – inhibitors of the yeast RAM network, primary screen, dse1pr::URA3 reporter, 5-FOA selection. S. cerevisiae dse1pr::URA3 reporter, 5-FOA growth OD615, 2 d; analog-sensitive cbk1-as2 kinase mutant strain. inhibition, % at 50 µM. 1.8% of 190,000 active;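 active = inhibition above a set limit, 3 SD over mean compound inhibition, cut at about 8.4% in these data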;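 also: 0% = DMSO-only wells with no growth and 100% = 10 µM 1-NA-PP1 full growth; inhibition rescues growth on 5-FOA so higher OD means more RAM inhibition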
ROMK primary – ROMK potassium channel modulators, primary screen, cell-based, thallium flux, MLSMR library; ATP-sensitive inward rectifier potassium channel 1 (Homo sapiens), P48048; Tet-inducible ROMK, thallium flux fluorescence; actives lie on both sides; B-score at 10 µM; 2% of 130,000 active;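 active = signal ratio slope over the read window, or its plate-corrected B-score, at least 3 SD from the plate mean, either direction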;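 also: B-score of the F/F0 ratio slope over 7 to 12 s after thallium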
Target sequence (P48048 whole entry, looked up): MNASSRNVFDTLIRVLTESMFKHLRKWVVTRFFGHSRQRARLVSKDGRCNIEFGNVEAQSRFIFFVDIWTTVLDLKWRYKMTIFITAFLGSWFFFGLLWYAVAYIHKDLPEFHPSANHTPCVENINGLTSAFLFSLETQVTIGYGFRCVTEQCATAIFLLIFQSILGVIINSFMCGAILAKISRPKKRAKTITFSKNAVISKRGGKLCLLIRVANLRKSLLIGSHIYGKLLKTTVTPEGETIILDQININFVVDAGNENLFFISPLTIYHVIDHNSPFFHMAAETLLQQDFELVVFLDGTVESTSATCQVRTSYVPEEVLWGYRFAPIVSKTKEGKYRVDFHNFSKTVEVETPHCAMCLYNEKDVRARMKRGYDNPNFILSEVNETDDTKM
PPARg SRC1 recr – PPARgamma agonists recruiting SRC-1 coactivator, primary screen, biochemical; PPARgamma-SRC-1 coactivator recruitment biochemical assay; Peroxisome proliferator-activated receptor gamma (Homo sapiens), P37231; 0.41% of 200,000 active; activation, % at 8 µM; AID 631, 2007; in the data active = activation above about 19%;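 also: 0% = DMSO and 100% = reference agonist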
TR-FRET SRC-2 ct – TR-FRET signal artefacts, primary screen, artefact control for PPARgamma SRC-2 agonist project, biochemical; 0.4% of 200,000 active; AID 1049, 2008; TR-FRET artefact counter-screen; hits give high values; TR-FRET ratio at 8 µM; in the data active = TR-FRET ratio above about 2000; also: inactives centre near 1500
PPARg SRC-3 ag – PPARgamma agonists recruiting SRC-3 coactivator, primary screen, biochemical. biochemical PPARgamma/SRC-3 coactivator recruitment assay. activation, % at 8 µM. Peroxisome proliferator-activated receptor gamma (Homo sapiens), P37231. AID 731, 2007. 0.26% of 200,000 active; in the data active = activation above about 23%;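 also: 0% = DMSO and 100% = reference agonist; some compounds past the cut are filed as inactive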
DTT redox prof – compounds producing H2O2 with reducing agent – biochemical, NIH compound library profiling, artefact control for MLSCN library redox annotation, primary screen; DTT-dependent redox cycling H2O2, phenol red/HRP absorbance; 100% = 100 µM peroxide control, 0% = buffer; activation, % at 10 µM; 0.03% of 200,000 active; AID 878, 2007;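 active = activation of at least 50% relative to the plate's high and low controls in the primary single-dose screen; inactive = activation below 50%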;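 also: compound incubated with DTT at 0.8 mM final as the reducing agent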
HMGR II inh – inhibitors of E. faecalis class II HMGR, primary screen, biochemical, Enterococcus faecalis | AID 1066, 2008 | HMG-CoA reductase (Enterococcus faecalis, mvaE) | inhibition, % at 10 µM | purified E. faecalis HMGR, NADPH absorbance 340 nm kinetic | 0.41% of 190,000 active;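 active = inhibition above a set limit, the median over all tested compounds plus 3 SD, cut at about 9.5% in these data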;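 also: enzyme runs in reverse so mevalonate oxidation gives rising NADPH absorbance; 0% = complete reaction with DMSO and 100% = background rate lacking mevalonate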
bIAP inh – bovine intestinal alkaline phosphatase inhibitors, primary screen, selectivity assay for TNAP inhibitor project, biochemical, bovine IAP, CDP-star luminescence. purified bovine IAP, 30 min. inhibition, % at 20 µM. 190,000 tested, under 10 active;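 active = over 50% inhibition of intestinal alkaline phosphatase at 20 µM in the single-dose screen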
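Incubation: 30 min reaction at room temperature / Material: purified bovine intestinal alkaline phosphatase (IAP) enzyme / Input: enzyme at 1/65,000,000 dilution / Dosing: 20 µM single dose / Signal: CDP-star luminescence signal / Reagent: CDP-star chemiluminescent phosphatase substrate, 30 µM final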
PPARg SRC-2 ag – agonists of PPARg-SRC-2 recruitment, primary screen, biochemical, HTS; PPARgamma LBD-SRC-2 recruitment; activation, % at 8 µM; Peroxisome proliferator-activated receptor gamma (Homo sapiens), P37231; AID 1032, 2008; 0.34% of 200,000 active; in the data active = activation above about 22%;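 also: 0% = vehicle and 100% = reference agonist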
S1P3 antagonist – S1P3 receptor antagonists, primary screen, cell-based; Sphingosine 1-phosphate receptor 3 (Homo sapiens), Q99500; CHO S1P3 NFAT-BLA reporter, FRET fluorescence, antagonist mode; inhibition, % at 4.98 µM; 0.27% of 170,000 active;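 active = inhibition above the plate cutoff, the mean inhibition of test wells on that plate plus 3 SD, cut at about 28% in these data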;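 also: cells challenged with S1P at its EC80 of 0.8 µM; blue over green emission ratio from cleaved BLA substrate after 4 h stimulation; 0% = S1P-stimulated wells and 100% = unstimulated DMSO-only wells; some compounds past the cut are filed as inactive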
Target sequence (Q99500 whole entry, looked up): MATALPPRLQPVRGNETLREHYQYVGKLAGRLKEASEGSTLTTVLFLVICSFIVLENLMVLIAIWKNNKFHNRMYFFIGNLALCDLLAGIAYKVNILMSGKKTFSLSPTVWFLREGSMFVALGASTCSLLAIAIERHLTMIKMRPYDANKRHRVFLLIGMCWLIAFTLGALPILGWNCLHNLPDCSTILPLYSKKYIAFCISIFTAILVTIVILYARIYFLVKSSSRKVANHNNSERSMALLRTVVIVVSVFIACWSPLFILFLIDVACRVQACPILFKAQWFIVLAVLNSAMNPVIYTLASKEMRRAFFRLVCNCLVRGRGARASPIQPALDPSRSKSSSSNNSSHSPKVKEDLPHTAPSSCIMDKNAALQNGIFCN
Lmaj promast – Leishmania major promastigote growth inhibition, primary screen | 9% of 200,000 active | Leishmania major promastigotes, resazurin fluorescence viability | inhibition, % at 10 µM; in the data active = inhibition above about 50%;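 also: promastigotes grown with compound for 44 hours at 28 °C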
Numbers without * were called inactive; nt = no result given. An unsorted share of the library; 13% or so of the library scored in one or more.

SMILES	RAM inhibit	ROMK primary	PPARg SRC1 recr	TR-FRET SRC-2 ct	PPARg SRC-3 ag	DTT redox prof	HMGR II inh	bIAP inh	PPARg SRC-2 ag	S1P3 antagonist	Lmaj promast
O=C(NCc1ccccc1)c1cc(-c2cccc(O)c2)on1	2.8	nt	10.8	1552	7.4	0.1	-4.1	13.0	11.2	-12.6	-6.3
Cc1cc(-n2c(C)cc(C(=S)N3CCOCC3)c2C)ccc1Br	-0.6	nt	0.7	1551	5.2	-0.8	-1.4	3.9	-0.4	6.5	56.9*
O=C(NCC1COc2ccccc2O1)C1C2C=CC3(CN(Cc4ccccc4Cl)C(=O)C13)O2 (stereo not drawn)	1.0	nt	8.0	1510	-1.2	0.4	-8.7	-1.9	4.7	nt	-1.1
CSCCC(C(=O)OC1CCOC1=O)N1C(=O)c2ccccc2C1=O (stereo not drawn)	0.5	nt	-0.2	1600	-4.4	3.5	-0.9	9.3	0.8	0.4	-1.5
CC1C(=O)CCN(C(C)(C)C)C1C (stereo not drawn)	1.7	nt	-3.9	1703	13.1	2.1	-3.4	7.8	2.8	nt	0.6
CC(=O)Nc1ccc(S(=O)(=O)NCC(=O)OCC(=O)N2CCN(c3ccccc3)CC2)cc1	0.6	0.335	3.8	1479	-6.1	-0.1	-5.1	3.0	-6.8	-25.5	-6.1
CCOc1ccccc1OCCCC(=O)NC1=NCCS1	2.6	0.221	3.4	1501	-12.5	-0.2	-1.6	5.0	-7.1	-8.1	-4.6
CC(=O)N(C)c1ccc(NC(=O)c2ccco2)cc1	0.5	0.809	3.6	1575	6.5	0.8	0.8	11.5	-3.2	-6.4	-5.0
O=C(/C=C/c1ccco1)Nc1ccc2c(c1)OCCO2	-1.1	-0.0193	-3.3	1402	1.1	-0.4	-6.0	5.4	-12.6	-14.4	3.8
CS(=O)(=O)NCCC1=CCCCC1	0.8	nt	6.8	1422	-2.0	3.4	-2.0	-1.8	-9.7	-14.2	2.0
COc1ccc(S(=O)(=O)NCC2CCC(C(=O)NCC(OC)OC)CC2)cc1 (stereo not drawn)	0.6	-0.464	-5.2	1427	-2.2	-2.1	-2.3	-1.2	-4.9	-15.6	-1.3
CC(CN(C(N)=O)c1ccccc1O)C(=O)O (stereo not drawn)	1.1	-0.439	-4.0	1406	-14.2	1.2	-1.3	37.6	6.4	nt	-4.7
CCCCc1nnc(NC(=O)C=C(C)C)s1	4.8	nt	0.6	1702	6.9	0.3	-3.9	7.9	3.6	6.9	0.4
Cc1cc(C)nc(SCC(=O)N/N=C/c2cccc([N+](=O)[O-])c2)n1	2.5	nt	6.8	1730	3.1	0.4	-6.9	-1.6	4.8	9.8	1.8
CCOC(=O)CCn1nc(-c2ccc(Cl)cc2)cc1N	-0.1	nt	1.1	1547	10.8	0.4	1.4	13.0	-0.3	-19.6	3.7
Oc1ccc2[nH]ccc2c1	2.8	nt	12.7	1637	12.1	-0.1	2.1	6.7	14.6	3.7	87.1*
COCCn1c(SCC(=O)Nc2ccc(Cl)c(S(=O)(=O)N(C)C)c2)nc2ccccc21	2.3	-1.65	-4.2	1401	3.0	-1.4	-5.5	-1.3	4.9	nt	13.2
Cc1ccc2cc3cc(C(=O)N4CCN(C(=O)c5ccco5)CC4)sc3nc2c1	2.3	nt	2.9	1489	-4.4	-0.5	0.0	2.7	7.6	-0.2	-5.7
CC(=O)Nc1ccc(N2CCN(Cc3ccccc3F)CC2)cc1	-1.0	nt	-0.3	1579	0.8	-1.6	1.3	-0.7	1.4	nt	50.4*
CC(CSc1nnnn1-c1ccccc1)Cn1c(N2CCN(C)CC2)nc2c1c(=O)[nH]c(=O)n2C (stereo not drawn)	2.5	0.0292	-5.2	1591	-0.2	-0.2	1.0	-13.5	-5.4	-8.8	19.4

Single entries from the list.
Cc1cc(C)nc(SCC(=O)N/N=C/c2cccc([N+](=O)[O-])c2)n1 in RAM inhibit = 2.5
Oc1ccc2[nH]ccc2c1 in TR-FRET SRC-2 ct = 1637

(listing goes on)
SMILES	RAM inhibit	ROMK primary	PPARg SRC1 recr	TR-FRET SRC-2 ct	PPARg SRC-3 ag	DTT redox prof	HMGR II inh	bIAP inh	PPARg SRC-2 ag	S1P3 antagonist	Lmaj promast
CCn1c(SCc2nc3ccccc3c(=O)[nH]2)nnc1C(C)NC(=O)c1ccccc1 (stereo not drawn)	0.7	nt	-3.5	1475	3.2	-0.5	0.0	-12.5	-1.2	-16.0	-4.3
NC(=O)C1=C[C@H](C2CCCCC2)C[C@H](OCc2ccc(CO)cc2)O1	-0.4	nt	7.3	1448	-2.4	-0.6	-0.7	-2.0	1.4	-6.8	-4.5
CC(=O)Nc1ccc(OC(=O)c2cccnc2)cc1	-0.3	nt	-3.1	1478	-0.8	3.1	-1.6	4.7	9.6	-17.8	-8.8
O=C(c1ccc(Cn2c(=O)[nH]c3ccccc3c2=O)cc1)N1CCN(c2ccc(Cl)cc2)CC1	6.0	1.38	-3.3	1390	-2.4	-0.1	-0.9	6.6	2.5	7.1	95.9*
Cc1nn(Cc2ccc(C(=O)Nc3ccccc3C(F)(F)F)o2)c(C)c1Br	0.4	nt	0.3	1556	-3.4	4.0	1.4	-0.6	2.4	nt	6.5
CCOC(=O)N1CCC(NC(=O)c2oc3c(c2C)-c2[nH]ncc2CC3)CC1	0.1	1.06	-2.1	1351	-3.8	0.0	-2.2	-5.0	-7.4	nt	-5.2
O=C(CCn1c(=S)[nH]c2ccccc2c1=O)NCCSCc1ccccc1	5.4	-0.00651	1.2	1570	2.3	-0.1	1.1	14.4	-3.0	-6.3	-3.9
Cc1cccc(C(=O)NC2CC(C)(C)NC(C)(C)C2)c1	0.9	1.09	-3.1	1361	-1.9	2.4	-3.2	-13.5	-4.9	-13.1	4.6
O=S(=O)(c1cccc(C(F)(F)F)c1)N1CCN(c2cnccn2)CC1	2.8	-1.89	8.4	1405	0.0	0.2	1.8	4.7	-3.5	7.9	-1.4
C/C(=N\NC(=S)Nc1cccc(C)c1)c1cc2ccccc2o1	0.5	-0.0362	5.5	1402	0.6	-0.5	-5.6	16.3	-6.9	-9.1	89.5*
Cc1nn(-c2ccccc2)c(C)c1/C=N/NC(=O)c1cc(-c2cccs2)[nH]n1	0.5	1.21	0.2	1674	0.0	0.1	4.8	9.3	-1.3	10.0	24.4
Cc1cc(NC(=O)c2ccc(S(=O)(=O)N3CCOCC3)cc2)nc2c1c(=O)oc1ccccc12	2.3	-0.0473	0.2	1284	-1.6	-4.3	-3.0	1.5	-1.8	nt	24.4
O=C(Cn1ncc2ccccc21)N1CCc2ccccc21	-0.6	nt	2.7	1802	7.5	-0.2	-4.4	18.8	8.9	-24.1	-4.3
COc1cc2c(cc1NC(=O)C(C)Sc1ccc(C)cc1)oc1ccccc12 (stereo not drawn)	13.7*	nt	4.8	1580	-5.5	-2.8	-1.3	28.3	1.1	nt	6.7
O=c1oc2ccccc2c(Nc2ccc3ccccc3c2)c1[N+](=O)[O-]	0.1	nt	-6.9	1408	-14.4	0.9	-3.5	2.2	-2.2	nt	38.2
Cc1cc(C)n2c(SCC(=O)Nc3ccc(F)cc3F)nnc2n1	0.0	0.0889	8.5	1465	-7.2	0.0	-2.7	3.5	-0.9	-9.6	5.4
O=c1[nH]c(SCc2c(Cl)cccc2Cl)nc2ccccc12	5.6	-0.00332	5.8	1492	3.0	-0.9	4.0	22.5	4.4	-18.0	-5.2
Cc1cc(C)n(-c2ccc(C(=O)Nc3ccc(S(=O)(=O)NCc4ccco4)cc3)cc2)n1	3.9	-1.37	2.8	1490	-1.7	-0.1	-0.5	7.3	-1.6	12.0	31.6
O=C(CN1C(=O)C2CCCN2c2ncc(Cl)cc21)NCc1ccc2c(c1)OCO2 (stereo not drawn)	0.7	nt	5.7	1611	10.6	-0.9	-8.9	-4.3	14.5	7.0	-0.8
CCC(=O)c1cn(CC(=O)OC)c2ccccc12	0.7	0.326	-7.1	1559	4.4	0.1	-5.3	7.7	-10.4	nt	-2.6
COC(=O)CC1COc2ccccc2N1C(=O)c1ccc(Br)cc1 (stereo not drawn)	0.7	-0.013	-1.0	1697	4.8	-0.8	-16.9	-23.5	1.7	-0.9	28.7
O=C(NCc1cn2ccccc2n1)c1ccccc1	-0.8	nt	-8.0	1437	-8.3	0.4	1.6	3.4	-1.7	2.5	-5.7
O=[N+]([O-])c1cc(C(F)(F)F)c(Cl)cc1N1CCN(CCO)CC1	0.4	nt	2.0	1450	1.6	-0.1	-6.4	42.4	-1.7	17.9	13.8
Cc1c(NC(=O)CSc2ccccc2F)c(=O)n(-c2ccccc2)n1C	0.2	-2.18*	4.5	1852	1.2	-2.7	-4.4	-4.8	6.6	14.3	-7.4
O=C(NC1=NCCS1)c1cccc2ccccc12	0.2	-0.452	0.6	1661	1.2	-0.5	-0.2	7.8	-3.7	-13.2	1.9
CC(C)NC(=S)Nc1cccc2cnccc12	1.6	nt	0.8	1586	-5.5	0.6	-6.0	-3.1	-3.0	-0.6	-1.2
CC(=O)NC(CC(C)C)C(=O)NC(Cc1ccccc1)C(N)=O (stereo not drawn)	2.3	-0.174	5.0	1406	0.2	3.3	-10.4	-5.1	-1.2	10.0	-4.6
CC1Cn2c(COc3ccccc3)nnc2S1 (stereo not drawn)	-0.5	nt	3.1	1629	1.5	-0.6	-4.3	9.8	15.8	-32.9	-6.3
CN1/C(=C\C(=O)Nc2ccc(Cl)cc2)C(C)(C)c2ccccc21	-1.5	nt	0.3	1427	-4.9	0.8	-2.0	29.5	4.3	9.7	16.8
CCCOc1ccc(N)cc1N	2.4	0.987	5.7	1475	9.2	1.1	-2.0	11.5	4.3	24.6	74.0*
Cc1ccc(N/N=C2\COC(C)(C)CC2=O)cc1	-0.2	0.109	-9.8	1489	-4.6	-0.1	1.0	3.6	-2.9	-4.5	0.6
CCOC(=O)CNC(=O)CSc1nc(NCc2ccccc2)nc(N(C)C)n1	0.6	nt	3.7	1598	0.6	0.2	-3.3	0.7	1.3	-27.0	4.4
O=C(N/N=C/c1oc(O)c2ccccc12)c1ccccc1O	-0.8	-0.995	-5.2	1608	-1.2	-2.4	-8.6	-3.0	5.1	-9.5	-7.7

Screening data (PubChem BioAssay)
